Source: PubChem BioAssay (National Center for Advancing Translational Sciences (NCATS))
RXFP1 agonist = qHTS Assay for Agonists of the Relaxin Receptor RXFP1 | HEK293T-RXFP1 cAMP TR-FRET, 30 min; response scale: percent of porcine relaxin response, buffer zero | hit rate 0.3% among 370,000 | Relaxin receptor 1 (Homo sapiens), Q9HBX9 | Potency, µM (titrated, usually from 57.5 µM), inactives show at the top dose activation, most hits filed as activators; further: potency means the concentration at half of the fitted maximal effect; on the % scale 0 is the no-effect control and ±100 the full control effect; nearly all actives have a fitted effect of over 60% in size; many of its hits are not listed in these tables
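Agonist response is measured as cAMP accumulation in an RXFP1-transfected HEK293T line under PDE4 inhibition. Values are scaled between buffer-only and 29 nM porcine relaxin, and EC50s come from standard Hill equation fits.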
D1 ag = Allosteric Agonists of the Human D1 Dopamine Receptor: qHTS. D(1A) dopamine receptor (Homo sapiens), P21728. HEK293 T-REx D1 cells, calcium flux, agonist mode. activation, % at 2 µM. hit rate 1% among 360,000. AID 504660, 2011; in the data active means activation above about 30%; further: 0% is about no effect
Target sequence (P21728 whole entry, looked up): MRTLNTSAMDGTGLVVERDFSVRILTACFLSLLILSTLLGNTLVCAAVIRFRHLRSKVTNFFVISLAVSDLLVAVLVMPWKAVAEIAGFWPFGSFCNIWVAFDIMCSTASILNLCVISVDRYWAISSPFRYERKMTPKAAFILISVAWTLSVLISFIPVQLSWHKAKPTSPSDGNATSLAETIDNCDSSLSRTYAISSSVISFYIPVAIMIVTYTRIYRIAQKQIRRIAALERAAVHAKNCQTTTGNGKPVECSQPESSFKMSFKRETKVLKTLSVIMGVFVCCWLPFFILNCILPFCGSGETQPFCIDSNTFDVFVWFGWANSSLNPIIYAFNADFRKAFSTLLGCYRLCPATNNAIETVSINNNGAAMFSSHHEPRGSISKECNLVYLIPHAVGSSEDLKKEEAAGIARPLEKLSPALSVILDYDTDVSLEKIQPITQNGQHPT
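Tetracycline-induced HEK293 TREx D1 cells, force-coupled to calcium signalling, were dye-loaded with a no-wash calcium kit. Compound was pin-added after a 10 s baseline. Fluorescence was read kinetically at 1 cycle/s for 180 s, with calcium rises flagged as agonism.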
RXFP1 antag = qHTS Assay for Antagonists of the Relaxin Receptor RXFP1; hit rate 0.59% among 350,000; activity change, negative = inhibition, % at 57.5 µM; HEK293-RXFP1, relaxin-stimulated cAMP HTRF, 30 min; hits give low values; AID 1259400, 2018;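 active means activity change of -60% or lower, but not beyond a set lower limit; inconclusive means change between -60% and -40%, or beyond the set limit; inactive means change above -40%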; further: on the % scale 0 is the no-effect control and ±100 the full control effect
D1 PAM = Potentiators of Human D1 Dopamine Receptor: qHTS; D(1A) dopamine receptor (Homo sapiens), P21728; HEK293 TREx D1 cells, calcium flux, dopamine EC20 potentiation; potentiation, % at 10 µM; hit rate 0.036% among 360,000; AID 504651, 2011; in the data active means potentiation above about 30%; further: 0% is about no effect
TRHR PAM = qHTS for Small Molecule Agonists and Allosteric Enhancers of Human TRH Receptor: Primary Screen for Enhancers. Thyrotropin-releasing hormone receptor (Homo sapiens), P34981. TRHR cells, fluo-8 calcium fluorescence, EC20 TRH enhancement. enhancement, % at 2 µM. hit rate 0.66% among 360,000; in the data active means enhancement above about 30%; further: 0% is about no effect
Target sequence (P34981 whole entry, looked up): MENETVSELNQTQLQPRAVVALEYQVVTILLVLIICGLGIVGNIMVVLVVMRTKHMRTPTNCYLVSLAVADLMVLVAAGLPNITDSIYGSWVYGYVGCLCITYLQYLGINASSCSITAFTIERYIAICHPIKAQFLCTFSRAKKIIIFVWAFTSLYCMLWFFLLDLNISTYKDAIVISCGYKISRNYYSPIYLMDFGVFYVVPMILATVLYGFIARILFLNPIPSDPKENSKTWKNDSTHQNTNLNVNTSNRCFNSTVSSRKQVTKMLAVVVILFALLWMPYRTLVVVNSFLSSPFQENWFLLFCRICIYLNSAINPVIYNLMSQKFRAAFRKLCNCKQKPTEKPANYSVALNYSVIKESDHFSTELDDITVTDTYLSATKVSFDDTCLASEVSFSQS
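Enhancer read-out: after compound pinning and an initial kinetic agonist-mode read, an EC20 of TRH (10 nM final) was injected and fluo-8 calcium signal (Ex 480/Em 530) followed at 1 s/cycle for 100 cycles in TRHR-expressing cells.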
TRHR ag = qHTS for Small Molecule Agonists and Allosteric Enhancers of Human TRH Receptor: Primary Screen for Agonists; activation, % at 2 µM; Thyrotropin-releasing hormone receptor (Homo sapiens), P34981; TRHR cells, calcium flux fluo-8, FDSS agonist mode; hit rate 0.18% among 360,000; in the data active means activation above about 30%; further: 0% is about no effect
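Fluo-8-loaded TRHR cells; 10 s baseline, compound added, kinetic Ca2+ fluorescence read 1/s, agonist mode.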
D2 PAM = HTS Assay for Positive Allosteric Modulators of the Human D2 Dopamine Receptor: Primary Screen for Potentiators. D(2) dopamine receptor (Homo sapiens), P14416. HEK293 T-REx D2, calcium flux, EC20 dopamine potentiation. potentiation, % at 10 µM. hit rate 0.34% among 340,000. AID 485347, 2010;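 active means potentiation over 3 SD above the plate norm, cut at about 30% in these data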; further: 0% is about no effect
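Using a no-wash calcium dye in inducible, force-coupled HEK293 Trex cells expressing D2, we tracked fluorescence each second for 180 s after compound, then for 180 s after EC20 dopamine to detect augmented signalling.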
D1 antag = Antagonist of Human D 1 Dopamine Receptor: qHTS; D(1A) dopamine receptor (Homo sapiens), P21728; HEK293 TREx D1 cells, calcium flux, dopamine EC80; hits give low values; activity change, negative = inhibition, % at 10 µM; hit rate 3.2% among 360,000; in the data active means activity change below about -30%; further: on the % scale 0 is the no-effect control and ±100 the full control effect
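Using tetracycline-induced force-coupled D1 Hek293 cells and a calcium dye, signals were followed for 180 s after compound, then for 180 s after EC80 dopamine, to detect inhibitors.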
Anesthetic bind = qHTS Assay for Identification of Novel General Anesthetics | AID 485281, 2010 | Potency, µM (doses to about 77.5 µM), inactives show at the top dose activity change, negative = displacement, most hits filed as inhibitors | hit rate 0.074% among 350,000 | Ferritin light chain (Equus caballus), P02791 | apoferritin/1-aminoanthracene competitive binding, fluorescence; further: potency means the concentration at half of the fitted maximal effect; on the % scale 0 is the no-effect control and ±100 the full control effect; nearly all actives have a fitted effect of over 20% in size
Target sequence (P02791 2-175 limits assumed): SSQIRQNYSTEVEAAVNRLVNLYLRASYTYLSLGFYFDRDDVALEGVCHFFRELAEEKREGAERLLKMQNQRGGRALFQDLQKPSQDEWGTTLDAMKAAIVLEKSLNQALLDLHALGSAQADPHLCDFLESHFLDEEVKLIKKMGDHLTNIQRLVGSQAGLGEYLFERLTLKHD
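Steps: apoferritin (10 uM) was premixed with half-saturated 1-AMA in PBS, compounds were pin-transferred, plates stood 10 min at room temperature, fluorescence was read at 380/535 nm, and curves were fitted with a Hill equation.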
Numbers without * were called inactive; ? = inconclusive; . = not tested or not shown; & = joins results of further samples; ! = not confirmed by another sample; [ ] = remark or other dose. Unless noted, the call rests on the fitted dose curve; in most records, active means well fitted curve in the direction sought with a large enough effect; inconclusive means small, poorly fitted or top-dose-only effect, or another doubt; inactive means no such curve, though single readings can be large; an effect the other way counts as inactive or inconclusive.

#	mol	D1 antag	RXFP1 agonist	D2 PAM	TRHR PAM	TRHR ag	Anesthetic bind	D1 ag	RXFP1 antag	D1 PAM
1	CN(C)c1nc(N(C)C)nc(N2CC(=O)N(c3ccccc3)C2=N)n1	11	0.3%	3	-5	-0.1	-12%	2	-4	-6
2	CN(C)CCCN1C(=O)C2CCc3[nH]c4ccccc4c3C2C1=O (centres undefined)	0	-1.0%	-3	1	-0.5	-14%	5	-5	-1
3	COc1ccc(Oc2ncccc2[N+](=O)[O-])cc1	-21	0.8%	0	-7	-0.7	-9%	1	-30	2
4	Cc1cccc(C)c1NC(=O)C(NS(=O)(=O)c1ccc2c(c1)CCC(=O)N2)c1ccccc1 (centres undefined)	1	0.3%	-1	3	0.0	-1%	0	.	2
5	Cc1cccc(-n2cnc(C(=O)O)c2)n1	-4	2.5%	6	-3	0.3	2%	4	6	-2
6	COc1ccc(N(C=O)C(=S)SC)cc1	-12	2.5%	1	-1	0.2	-11%	1	-1	-4
7	O=C(O)c1cc2n(n1)C(C(F)(F)F)CC(c1ccco1)N2 (centres undefined)	7	-2.1%	8	3	0.1	-5%	0	-3	-6
8	CC(=O)N[C@@H](CC(=O)O)C(=O)O	-17	2.4%	-3	0	0.4	9%[29.3 µM]	0	.	-5
9	COc1cc(-c2nnn(CC(=O)Nc3ccc(OC(F)(F)F)cc3)n2)cc(OC)c1OC	-32*	-0.2%	-10	-27	2.6	-12%	2	-17	-3
10	COC(=O)c1cnn2c3c(c(C)nc12)CCCC3	8	0.7%	4	10	-1.1	-14%	2	-4	1
11	COc1ccc(NS(=O)(=O)c2ccc(C)c(NC(=O)CN3C(=O)NC4(CCCC4)C3=O)c2)cc1	-7	0.5%	15	-7	0.4	.	3	3	-10
12	O=[N+]([O-])c1ccc(Sc2ccccn2)nc1	-68*	1.5%	0	1	-1.0	5%	2	23	6
13	CSc1nc2ccc(S(=O)(=O)N3CCCC3)cc2s1	2	2.9%	6	-2	-0.1	-14%	4	7	0
14	COc1ccccc1NC(CC(=O)c1ccccc1)C(=O)OCC(=O)c1ccc(C)cc1 (centres undefined)	3	0.4%	11	0	0.7	-15%	1	4	-4
15	CCOC(=O)C(Cc1ccccc1)C(=O)NCc1ccccc1 (centres undefined)	9	-3.0%	-13	-3	-0.4	-12%	3	3	-1
16	C/C(=N\Nc1ccccn1)c1ccc(OC(F)F)cc1	.	0.5%	-1	-2	0.1	-11%	-1	-17	-6

Complete entries from above. Order of screens: D1 antag, RXFP1 agonist, D2 PAM, TRHR PAM, TRHR ag, Anesthetic bind, D1 ag, RXFP1 antag, D1 PAM
COC(=O)c1cnn2c3c(c(C)nc12)CCCC3 is listed with 8, 0.7%, 4, 10, -1.1, -14%, 2, -4, 1
COc1ccc(NS(=O)(=O)c2ccc(C)c(NC(=O)CN3C(=O)NC4(CCCC4)C3=O)c2)cc1 is listed with -7, 0.5%, 15, -7, 0.4, ., 3, 3, -10
CCOC(=O)C(Cc1ccccc1)C(=O)NCc1ccccc1 (centres undefined) is listed with 9, -3.0%, -13, -3, -0.4, -12%, 3, 3, -1
COc1ccccc1NC(CC(=O)c1ccccc1)C(=O)OCC(=O)c1ccc(C)cc1 (centres undefined) is listed with 3, 0.4%, 11, 0, 0.7, -15%, 1, 4, -4

Remaining list, next part
#	mol	D1 antag	RXFP1 agonist	D2 PAM	TRHR PAM	TRHR ag	Anesthetic bind	D1 ag	RXFP1 antag	D1 PAM
17	CCCOc1ccc(-c2c(C(=O)N/N=C/c3ccccc3OCC)nnn2-c2nonc2N)cc1	5	-3.9%	6	-10	1.0	-4%	1	-6	6
18	CCN1CCN(C(C)C(=O)Nc2c(C)n(C)n(-c3ccccc3)c2=O)CC1 (centres undefined)	2	-0.8%	11	8	-0.8	-8%	1	3	2
19	O=C(c1ccc(S(=O)(=O)c2ccccc2Cl)c([N+](=O)[O-])c1)N1CCCCCC1	-20	4.1%	0	-1	-0.1	-9%	9	6	2
20	O=C(O)CSc1nc2ccc(C(=O)c3ccccc3)cc2[nH]1	-2	4.0%	7	-3	-0.6	-8%	2	13	0
21	Cc1ccc(C(C)NC(=S)NCc2ccc(F)cc2)c(C)c1 (centres undefined)	0	-1.0%	9	-1	5.5	-9%	51*	-24	-6
22	COc1ccc(C(=O)OCC(=O)NCC2CCCCC2)cc1F	2	-0.9%	-5	41*	-1.2	.	5	5	2
23	O=c1c2cc(NC(=S)NC3CCCCC3)ccc2nc2n1CCCCC2	-4	0.9%	-9	0	-1.2	-23%	4	-7	-6
24	CCn1c(C)[n+](CC)c2ccc(S(=O)(=O)NC)cc21	1	-0.2%	16	0	0.6	-5%	2	3	-1
25	CCn1c(SCC(=O)Nc2nc3ccc(C)cc3s2)nc2c(c1=O)SC(C)C2 (centres undefined)	-15	-4.4%	6	0	-0.1	?	6	-1	-5
26	Cc1noc(NS(=O)(=O)c2ccc(NC(=O)c3ccc(OC(C)C)cc3)cc2)c1C	-1	2.3%	1	-2	0.2	-7%	5	-11	2
27	O=C(COC(=O)/C=C/c1ccccc1)Nc1cccc(Oc2ccccc2)c1	2	-0.6%	11	2	3.0	-14%	5	-25	-3
28	CCOc1cccc(CC(=O)N2CCc3c([nH]c4ccccc34)C2c2ccccc2)c1OCC (centres undefined)	13	0.6%	8	-1	0.3	6%	1	2	0
29	COc1ccc(/C=C/C(=O)c2c(O)ccc3c(C)cc(=O)oc23)cc1	1	0.1%	1	0	0.1	-24%	2	-12	-4
30	c1ccc(N2CCCCC2)c(NC2=NCCC2)c1	2	3.2%	-8	1	0.4	-9%	1	-18	0
31	COc1ccccc1-c1noc(CCCC(=O)N2CCOCC2)n1	-3	-3.2%	-2	10	0.2	-1%	2	1	9
32	O=C(Oc1ccccc1[N+](=O)[O-])c1cccnc1	-6	2.3%	9	1	0.0	-19%	0	0	0
33	Cc1ccc(-c2cn3cccnc3n2)cc1NC(=O)Nc1ccc(F)cc1	3	11%	3	-1	-3.3	21%	-1	.	-2
34	O=[N+]([O-])c1ccc(Cl)cc1CN1CCCCCC1	-6	0.8%	4	1	0.0	?	1	-2	-2
35	O=S(=O)(c1cccc(Cl)c1)N1CCSc2ccccc21	9	-0.2%	-12	-10	-1.2	.	1	6	-4
36	CCOC(=O)N1CCC(N2CCN(S(=O)(=O)c3ccc(NC(C)=O)cc3)CC2)CC1	-10	2.1%	-12	-4	0.0	-10%	3	-22	3
37	Cc1ccccc1NC(=O)C(C)n1c2ccccc2c2nc(=O)cc(C)n21 (centres undefined)	10	0.0%	10	-5	-0.1	-4%	0	3	-1
38	Cc1cccc(NC(=O)c2cc(Cl)nc3ccccc23)n1	20	0.1%	-6	-8	0.3	-17%	0	-3	4
39	CCOc1ccc(CN2CCN(Cc3cnc(N4CCOCC4)s3)CC2CCO)cc1 (centres undefined)	10	-3.6%	-3	15	0.1	-3%	-1	.	-1
40	O=c1cc(Nc2ccc3c(c2)OCCO3)[nH]c(=O)n1Cc1ccc(F)cc1	-25	1.7%	14	4	-0.4	-10%	6	-21	4

Three compounds from above, sorted by their value in RXFP1 antag, smallest number first.
entry	Molecule	RXFP1 antag
36	CCOC(=O)N1CCC(N2CCN(S(=O)(=O)c3ccc(NC(C)=O)cc3)CC2)CC1	-22
37	Cc1ccccc1NC(=O)C(C)n1c2ccccc2c2nc(=O)cc(C)n21 (centres undefined)	3
35	O=S(=O)(c1cccc(Cl)c1)N1CCSc2ccccc21	6

Going on with the list.
#	mol	D1 antag	RXFP1 agonist	D2 PAM	TRHR PAM	TRHR ag	Anesthetic bind	D1 ag	RXFP1 antag	D1 PAM
41	O=C(NCC1CC1)Nc1ccc(Cl)cc1	-19	-0.4%	-3	0	-0.3	-4%	8	6	-4
42	Cn1c2ccccc2c2cc(/C=N/NC(=O)c3cc(O)cc(O)c3)ccc21	-6	3.6%	20	6	0.1	1%	-1	-25	-2
43	CCCn1cc(S(=O)(=O)c2ccccc2)c(=O)c2cc(CC)ccc21	8	1.3%	-6	-5	-0.6	-2%	0	1	-1
44	CCOC(=O)N1CCN(S(=O)(=O)c2ccc(C(=O)Nc3nnc(C4CC4)o3)cc2)CC1	1	1.8%	2	3	-0.8	-11%	-2	-10	1
45	COc1ccc(/C=N/NC(=O)c2ccccc2O)cc1Cn1cc(Cl)cn1	15	-3.0%	6	18	-0.1	-15%	1	-21	2
46	Cc1ccc(SCCC(=O)N/N=C/c2ccncc2)cc1	-7	-0.2%	-5	9	-0.5	?	4	-7	-3
47	O=C(Nc1ccc(Cc2ccc(NC(=O)C3CC3)cc2)cc1)C1CC1	0	1.4%	.	0	1.8	-5%	4	-1	-5
48	NC(=O)C1(N2CCCCC2)CCN(S(=O)(=O)c2ccc(Cl)s2)CC1	-11	0.3%	0	-7	1.5	3%	5	1	0
49	O=C(Nc1cccc(C(F)(F)F)c1)c1ccc2nc(-c3ccco3)c(-c3ccco3)nc2c1	2	-3.2%	7	2	-0.1	?	-2	-97*	-1
50	O=C(O)c1ccc(N2C(=O)c3cccc(Oc4ccc(Cl)cc4)c3C2=O)cc1	-1	3.4%	.	1	-0.2	1%	3	-5	-1
51	Cc1nn(-c2ccccc2C(F)(F)F)c(=O)c2noc(C)c12	2	2.3%	17	-5	0.4	-1%	2	-27	-7
52	Cc1nc2sc(C(c3cccc(F)c3)N3CCCCC3)c(O)n2n1 (centres undefined)	-1	-0.5%	4	1	0.2	2%	5	7	7
53	O=C(Nc1ccccc1Cl)c1cc(S(=O)(=O)N2CCOCC2)cs1	2	-1.0%	23	-3	-0.5	-13%	6	-9	-3
54	CCC(=O)Nc1ccc(-c2nnc(SCC(=O)NCC3CCCO3)n2C)cc1 (centres undefined)	13	-0.5%	5	12	0.9	1%	2	6	5
55	CCN1C(=S)N[C@@H](CCc2ccccc2)C(C(=O)OC)=C1C	-31*!	-0.8%&-0.3%	3	5&29	-0.6&0.0	-10%&-23%	2&1	.	-4&6
56	COc1cccc(/C=N/NC(=O)CCc2n[nH]c(=O)[nH]c2=O)c1O	-12	1.6%	-8	1	-1.0	11%	0	12	0

These rows are one share of the data; count on the stated rates, not on these rows.
